# OX1R antag-1 – human HCRTR1 antagonism | O43613 | CHO/OX1R cells, Fluo-8 calcium fluorescence, orexin A | inhibition, % at 5 µM | 0.43% of 330,000 active | AID 434989;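 active = inhibition above its plate's threshold, mean inhibition of all tested compounds on the plate plus 3 SD, cut at about 37% in these data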;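 also: 0% = orexin A challenge wells and 100% = SB-334867-A antagonist wells; not every result past the cut was called active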
# Target sequence (O43613 whole entry, looked up): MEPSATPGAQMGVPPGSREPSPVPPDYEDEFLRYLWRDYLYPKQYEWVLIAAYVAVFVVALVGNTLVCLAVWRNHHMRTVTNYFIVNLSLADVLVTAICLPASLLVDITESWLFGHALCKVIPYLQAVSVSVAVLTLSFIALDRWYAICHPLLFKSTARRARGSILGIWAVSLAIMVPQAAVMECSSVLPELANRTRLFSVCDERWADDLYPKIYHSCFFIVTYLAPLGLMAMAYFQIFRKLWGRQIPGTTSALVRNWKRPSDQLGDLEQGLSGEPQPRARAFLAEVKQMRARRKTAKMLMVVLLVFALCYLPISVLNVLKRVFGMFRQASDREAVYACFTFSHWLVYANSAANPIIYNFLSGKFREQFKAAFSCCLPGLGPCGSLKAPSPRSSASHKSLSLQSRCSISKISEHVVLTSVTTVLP
# OX1R antag-2 – blocks the human orexin 1 receptor; AID 485270; inhibition, % at 6.6 µM; OX1R-expressing cells, FRET antagonist read-out; 1.8% of 330,000 active; O43613; in the data active = inhibition mostly above about 38%, no sharp cut-off; inactive = mostly below about 40%;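 also: 0% = agonist challenge alone and 100% = reference antagonist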
# Numbers without * were called inactive.
# Order of values: OX1R antag-2, OX1R antag-1
CC(C)OP(=O)(OC(C)C)C(Nc1ccccc1)c1ccc2c(c1)OCO2 (configuration not stated)
→ 28, -12
O=C(CSc1nc2ccccc2c(=O)[nH]1)Nc1ccc(C(=O)O)cc1
→ 7, 4
COc1ccc(S(=O)(=O)NC2CCCC2)cc1Br
→ 16, -22
CN=C(c1ccco1)n1c(=S)nc(-c2ccco2)n(C)c1=S
→ 44, -26
CC(C)CC(OC(=O)c1ccco1)C(=O)NC1CCCC1 (configuration not stated)
→ 17, -9
CC(=O)Nc1ccc(S(=O)(=O)N2CCNC(=O)C2)cc1
→ 6, -8
CN(C)/C=C/C(=O)c1ccc(F)cc1
→ 12, -21
Cc1cc(C)c2c(CC(=O)O)coc2c1
→ 12, -12
COc1ccc(NC(=O)C2(c3ccc(NC(=O)c4ccc(OC)cc4)cc3)CCCC2)cc1
→ 1, -1
CC(=O)c1cccc(NC(=O)c2cc(S(=O)(=O)N3CCOCC3)cs2)c1
→ 2, -28
CC(=O)Nc1ccc(SCC(=O)NC(=O)c2ccccc2Br)cc1
→ 2, -11
CCOC(=O)Cc1csc(NC(=O)c2ccc(C)cc2)n1
→ 25, -3
Cc1nnsc1NC(=O)OCCCl
→ 21, 0
CCC(C)n1c(=O)c(C(=O)Nc2ccccc2S(N)(=O)=O)c(O)c2ccccc21 (configuration not stated)
→ 45, -23
O=C1CN(C(=O)NCC(=O)N[C@@H](C(=O)O)c2ccccc2)c2ccccc2N1
→ 6, 14
Cc1ccc(Cn2c(C3CCCN3c3nc(C)cs3)nc3cc(C(=O)NCCCO)ccc32)cc1 (configuration not stated)
→ 7, -31
CCOC(=O)N/N=C1\CC(C)S(=O)(=O)c2ccc(Cl)cc21 (configuration not stated)
→ 6, -7
COC(=O)Nc1ccc(S(=O)(=O)N(C)C)cc1
→ 6, -5
COc1ccccc1N(CC(O)Cn1c(C)nc2ccccc21)S(=O)(=O)c1ccccc1 (configuration not stated)
→ 63*, 10
N#CC1c2ccccc2C=CN1C(=O)c1ccccc1 (configuration not stated)
→ 14, -10

# OX1R antag-2, what is marked active above
# Order of values: OX1R antag-2, OX1R antag-1
COc1ccccc1N(CC(O)Cn1c(C)nc2ccccc21)S(=O)(=O)c1ccccc1 (configuration not stated)
→ 63*, 10

# Continued:
# Order of values: OX1R antag-2, OX1R antag-1
CCCCCNC(=O)c1cccc(S(=O)(=O)N2CC3(C)CC2CC(C)(C)C3)c1 (configuration not stated)
→ 28, -42
Cc1ccc2c(c1)-n1c(nc3ccc(C)cc3c1=O)C(Cc1ccccc1)NC2=O (configuration not stated)
→ 8, -36
O=C(COC(=O)C12CC3CC(CC(C3)C1)C2)Nc1nccs1
→ 7, -8
CCOC(=O)c1sc(NC(=S)NC(=O)C2CC2)cc1C
→ 7, 5
O=C(NC(Cc1ccccc1)C(=O)Oc1ccc2c(C(F)(F)F)cc(=O)oc2c1)OCc1ccccc1 (configuration not stated)
→ 16, -1
CCOc1cc(NC(=S)NCc2ccco2)c(OCC)cc1NC(=O)c1ccco1
→ 31, -22
CC(C)C(CC(=O)N1CCCCC1)C1CCOC(C)(C)C1 (configuration not stated)
→ 8, 17
O=C(COC(=O)c1cc([N+](=O)[O-])ccc1N1CCOCC1)Nc1ncc(Cl)cc1Cl
→ 45, -21
Cc1cccc(C(=O)N[C@H](C(=O)Nc2nc(C)cs2)C(C)C)c1
→ 5, -27
CC1(C)CC(=O)N(Cc2ccccc2)C(=O)C1
→ 2, 5
COc1ccc(CCNC(=O)CSc2nc3c(c(=O)n(C)c(=O)n3C)n2C)cc1OC
→ 3, -7
CC(C)NC(=O)C(c1ccc(F)cc1)N(C(=O)CCC(=O)Nc1ccccn1)c1ccccc1F (configuration not stated)
→ 23, -31
CCOC(=O)c1ccc(N2CCN(C(C)=O)CC2)c(NC(=O)c2cccnc2)c1
→ 7, -11
Cc1ccc(C)c(N2N=C(C(=O)Nc3cccnc3)CCC2=O)c1
→ 6, 8
Cc1cccn2c(=O)c(C=NCc3ccccc3)c(NCCO)nc12
→ 41, -17
Cc1ccc(Cl)cc1NS(=O)(=O)c1ccc(-n2cccn2)cc1
→ 10, 0
C=CCn1c(C)c(C(C)=O)c(SC)nc1=S
→ 11, -44
COc1ccccc1NC(=O)C1=C(C)Nc2nc(-c3cccs3)nn2C1c1cccc(O)c1 (configuration not stated)
→ 3, -29
Cc1ccccc1/C(N)=N/OC(=O)/C=C/c1ccccc1
→ 5, -8
COC(=O)c1ccc(CN2CCCC(CCC(=O)NCc3ccc(C)o3)C2)cc1 (configuration not stated)
→ -1, -33

# Following part:
# Order of values: OX1R antag-2, OX1R antag-1
N/C(=N\OC(=O)c1cccs1)c1ccc(Cl)cc1
→ 6, -20
Cn1cc(C(=O)NCc2ccc(Cl)cc2)c(=O)c2cc(S(=O)(=O)N3CCOCC3)ccc21
→ 15, -31
Cc1nn(C(=O)c2cccnc2)c(C)c1Sc1ccccc1
→ 13, -22
CCOc1ccc(CCNC(=O)CCNC(=O)c2ccco2)cc1OCC
→ 31, -28
CCOC(=O)C1CCN(C(=O)Cc2c(C(=O)O)n(C)c3ccccc23)CC1
→ 3, -9
CCOC(=O)C1=C(C)NC(=O)NC1C1CC=CCC1 (configuration not stated)
→ 23, 1
Clc1cccc(-c2cc3nc4c(c(NCc5ccco5)n3n2)CCCC4)c1
→ 16, -13
CCCCNC(=S)N(CCN(C)C)Cc1cc2cc3c(cc2[nH]c1=O)OCCO3
→ 30, 3
COc1cc(OC)nc(Oc2ccccc2C(=O)Oc2ccccc2Cl)n1
→ 17, -1
CC1CCN(C(=O)c2[nH]cnc2C(=O)N[C@@H](C)c2ccccc2)CC1
→ 7, -8
O=C(NC1CCN(S(=O)(=O)c2ccc(F)cc2)CC1)c1ccco1
→ 8, -8
COc1ccc(OCCC(=O)OCC(=O)NCc2ccco2)cc1
→ -2, -13
Cc1ccc(S(=O)(=O)N2CCN(C(=O)N3CCOCC3)CC2)cc1C
→ 1, -11
O=C(O)C1Nc2ccc(Br)cc2C2C=CCC12 (configuration not stated)
→ 4, -13
COc1ccc(NC(=O)c2ccc(NC(=O)c3cccs3)cc2)cc1
→ 9, -3
CSc1nc2ccc(NS(=O)(=O)c3c(Cl)cccc3Cl)cc2s1
→ 17, -1
O=C(c1ccc(-c2ccccc2)cc1)N1CCCC1
→ 23, -18
Cc1ccc([N+](=O)[O-])cc1NC(=O)C1CCN(S(C)(=O)=O)CC1
→ 18, 2
COc1ccccc1N1Cc2ccccc2C1
→ 13, -24
N/C(=N\OC(=O)CCCOc1ccccc1)c1ccc([N+](=O)[O-])cc1
→ 20, 0

# Ordered by value in OX1R antag-1 (low to high): some entries from above.
# Order of values: OX1R antag-2, OX1R antag-1
CN(C)/C=C/C(=O)c1ccc(F)cc1
→ 12, -21
N/C(=N\OC(=O)c1cccs1)c1ccc(Cl)cc1
→ 6, -20
Cc1ccc(Cl)cc1NS(=O)(=O)c1ccc(-n2cccn2)cc1
→ 10, 0

# Further compounds:
# Order of values: OX1R antag-2, OX1R antag-1
COc1ccc(-c2noc(CSc3ccccc3)n2)cc1OC
→ 8, -13
COc1ccc(-c2cc(C(=O)Nc3c(Cl)cc(Cl)cc3Cl)c3ccccc3n2)cc1OC
→ 3, -39
CNC(=S)N1CCN(c2ccccn2)CC1
→ 1, -6
Cn1nccc1C(=O)N1CCN(c2cccc(C(F)(F)F)c2)CC1
→ 30, -16
CCN(C(=O)CN1C(=O)NC2(CCc3ccccc32)C1=O)C1CCCCC1 (configuration not stated)
→ 13, -28
Cc1ccc(S(=O)(=O)N2CCC(C(=O)OCC(=O)N3CC(=O)Nc4ccccc43)CC2)cc1
→ 13, -16
O=c1c2ccccc2[nH]c2ccc(O)cc12
→ 26, 4
COc1ccc(-c2ccc(-c3cc(=O)oc4cc(OC)c(OC)c(OC)c34)cc2)cc1
→ 12, -11
Cc1ccc(NC(=O)C(C)c2cccc(C(=O)c3ccccc3)c2)cc1 (configuration not stated)
→ 11, -1
CCOc1ccccc1NC(=O)COC(=O)CN1C(=O)NC(C)(C)C1=O
→ 3, -8
COC(=O)C1=C(C(=O)c2ccccc2)C(c2ccc(OC)c(OC)c2)Nc2nnnn21 (configuration not stated)
→ 25, -12
O=C(O)c1ccc(Cn2cc(/C=C\[N+](=O)[O-])c3ccccc32)o1
→ 17, 3
O=c1c2c3c(sc2nc2n1N=C(c1cccs1)CS2)CCCC3
→ 17, -10
CN(C)c1ccc(/C=N\NC(=O)CC#N)cc1
→ 42, -16
O=C(N/N=C/c1c[nH]c2ccccc12)c1ccc([N+](=O)[O-])cc1Cl
→ 17, -15
CC(C)N=C(NC#N)SCc1ccc(F)cc1
→ 11, -12
O=C(NC1CCCCC1)C(c1ccccc1)N1CCc2ccccc21 (configuration not stated)
→ 6, -34
O=C(N=C1SC2CS(=O)(=O)CC2N1Cc1ccc(Cl)cc1)C1CCCO1 (configuration not stated)
→ 15, -13
Cc1nc(=O)c(-c2ccccc2)c(C)n1-c1ccc(Br)cc1
→ 11, -14
Cc1nn(-c2ccccc2)c(Cl)c1C(=O)Nc1nnc(C2CCCC2)s1
→ 3, -41

# (listing goes on)
# Order of values: OX1R antag-2, OX1R antag-1
COC(CNc1ccc([N+](=O)[O-])c(NCC(OC)OC)c1C#N)OC
→ 30, -10
Clc1ccc(-c2nnc(-c3ccco3)o2)cc1
→ 29, -25
Cc1cccc(C(C)C)c1NC(=O)COC(=O)CNS(=O)(=O)c1ccccc1
→ 15, -17
O=C(CSc1nnc(Cc2cc(=O)[nH]c(=O)[nH]2)n1-c1ccc(Cl)cc1)NC1CCCC1
→ 18, -17
COc1ccc(CCNC(=O)C2CC(=O)N(c3ccc(C)cc3)C2)cc1 (configuration not stated)
→ 26, -2
Cc1cccc2cc(CN(CCc3ccccc3)C(=O)N3CCOCC3)c3nnnn3c12
→ 25, -29
O=S1(=O)[C@H]2C[C@@H]3CC[C@]2(CN1Cc1cccc(F)c1)O3
→ 10, 2
O=S(=O)(O)c1cc2oc(-c3ccccc3)nc2c2ccccc12
→ 29, -16
COc1ccccc1N1CCN(S(=O)(=O)c2ccc3c(c2)NC(=O)C(C)C(=O)N3)CC1 (configuration not stated)
→ 22, -29
CC(=O)Nc1ccc(NC(=O)COC(=O)c2c(-c3ccccc3)noc2C)cc1
→ -1, -5
Cc1noc(C)c1COC(=O)c1ccc(N(C)C)cc1
→ 13, -25
N#Cc1nc(COc2ccc(F)cc2)oc1N1CCCCC1
→ 21, -13
Cc1ccccc1/C=N\NC(=O)c1ccc(Cn2cccn2)o1
→ 34, -7
COCCN(C(=O)COC(=O)c1ccco1)c1c(N)n(Cc2ccccc2)c(=O)[nH]c1=O
→ 10, 3
CCc1nnc(NC(=O)CSc2sc3c(O)cc(=O)[nH]c3c2C#N)s1
→ 21, -12
Cc1ccc(CCN2CC(C(=O)O)CC2=O)cc1 (configuration not stated)
→ 4, -11
O=C(NCc1ccc2c(c1)OCO2)C1CC(=O)N(c2ccc(F)cc2)C1 (configuration not stated)
→ 5, -12
CCn1c(=S)sc2c(=O)n(CC(=O)Nc3ccccc3OC)c(C)nc21
→ 1, -10
O=S(=O)(N1CCCCC1)N1CCN(c2cc(Cl)ccc2Cl)CC1
→ 30, -53
CCOC(=O)COc1ccc(C2NC(C(=O)O)CS2)cc1 (configuration not stated)
→ 12, 1

# Pulled one by one from above (2):
# Order of values: OX1R antag-2, OX1R antag-1
O=C(CSc1nnc(Cc2cc(=O)[nH]c(=O)[nH]2)n1-c1ccc(Cl)cc1)NC1CCCC1
→ 18, -17
COC(CNc1ccc([N+](=O)[O-])c(NCC(OC)OC)c1C#N)OC
→ 30, -10

# Continuation:
# Order of values: OX1R antag-2, OX1R antag-1
C1CCN(c2nc3nonc3nc2NCC2CCOCC2)CC1
→ 23, -16
Cc1cc(C)c(NC(=O)CS(=O)CC(=O)NCCN2CCCCCC2)c(C)c1 (configuration not stated)
→ 12, -4
COc1ccc(C2=C/C(=C\c3ccc(OC(C)=O)cc3)C(=O)O2)cc1
→ 13, -12
O=C(c1cccnc1)N1CCN(c2ccc3ccccc3n2)CC1
→ 21, -17
Cn1c(=O)c2c(nc(NCC3CCCC(CN)C3)n2Cc2ccc(Cl)cc2Cl)n(C)c1=O (configuration not stated)
→ -4, -34
Cc1ccccc1C(=O)O/N=C(\N)Cc1cccs1
→ 13, -8
CC(C)C(=O)Nc1cc(C(F)(F)F)ccc1-n1ccnc1
→ 9, -18
O=C(CN1CCN(C(=O)c2cccs2)CC1)NC1CCCCC1
→ 7, -6
NS(=O)(=O)c1ccc(NC(=O)COC(=O)c2c3c(nc4ccccc24)/C(=C\c2ccc4c(c2)OCO4)CCC3)cc1
→ 34, 25
Brc1ccc(-c2csc(N/N=C/c3ccc4c(c3)OCO4)n2)cc1
→ 3, -9
CCCc1[nH]n(-c2ccc(F)cc2)c(=O)c1C=Nc1cccc(F)c1
→ 12, -10
O=C(CN1CCN(c2ccc(O)cc2)CC1)Nc1ccccc1C(=O)NCCc1ccccc1
→ 11, -1
CCCN1CCC(NC(=O)Nc2ccc([N+](=O)[O-])cc2)CC1
→ 10, -19
COC(=O)c1cn(Cc2cccnc2)c(=O)c2ccccc12
→ 5, -7
COc1ccc(-c2csc(NC(C)=O)n2)cc1OC
→ 12, -15
CCNc1ccc(C(=O)OCC(=O)NCCN2C(=O)CSC2=O)cc1[N+](=O)[O-]
→ 68*, 5
Cc1ccc(NC(=O)C(=O)NCCN2CCN(C(=O)C(c3ccccc3)c3ccccc3)CC2)cc1
→ 25, -30
O=C1C=CN2CCCC2CC1 (configuration not stated)
→ 13, -12
CNc1oc(/C=C/c2cccc(OC)c2)nc1C#N
→ 30, -11
Fc1ccc(NC(=S)N2CCN(c3ccccn3)CC2)cc1Cl
→ 7, -11

# (cont.)
# Order of values: OX1R antag-2, OX1R antag-1
CCOc1cccc(OCCCCN2CCOCC2)c1
→ 31, -21
CCc1cc(=O)oc2cc(OC(=O)c3ccco3)ccc12
→ 2, -4
O=C(CCCc1ccccc1)Nc1cccnc1Cl
→ 7, -27
OC1CCN(Cc2cccc3ccccc23)CC1
→ 7, -27
